FXIIa inh – human FXIIa protease inhibitors, primary screen, biochemical, single well; Coagulation factor XII (Homo sapiens), P00748; purified human FXIIa, AMC substrate fluorescence, 2 h; inhibition, % at 10 µM; hit rate 0.2% among 33,000; in the data active = inhibition above about 30%;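 note: 0% = enzyme with vehicle only and 100% = no enzyme blank; many of its hits are not listed in these tables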
Target sequence (P00748 20-372 limits assumed): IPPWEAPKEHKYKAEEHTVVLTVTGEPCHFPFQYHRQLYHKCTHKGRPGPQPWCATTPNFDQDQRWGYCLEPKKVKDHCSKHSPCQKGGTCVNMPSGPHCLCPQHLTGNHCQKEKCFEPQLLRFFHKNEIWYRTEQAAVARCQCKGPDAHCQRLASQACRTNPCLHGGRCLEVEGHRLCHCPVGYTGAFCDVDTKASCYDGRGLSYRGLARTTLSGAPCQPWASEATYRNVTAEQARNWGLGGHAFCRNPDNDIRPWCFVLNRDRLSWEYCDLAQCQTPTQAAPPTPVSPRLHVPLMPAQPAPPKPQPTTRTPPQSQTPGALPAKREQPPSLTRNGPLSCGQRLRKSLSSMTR
Target sequence (P00748 373-615 limits assumed): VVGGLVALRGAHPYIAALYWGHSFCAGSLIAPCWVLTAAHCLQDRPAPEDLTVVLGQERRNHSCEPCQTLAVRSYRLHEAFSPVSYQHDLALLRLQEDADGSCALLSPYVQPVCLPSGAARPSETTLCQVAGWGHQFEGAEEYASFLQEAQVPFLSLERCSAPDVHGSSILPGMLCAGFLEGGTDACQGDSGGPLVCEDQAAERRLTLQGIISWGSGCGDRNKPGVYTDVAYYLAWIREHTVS
FXIa single inh – human FXIa protease inhibitors, primary screen, biochemical, single compound per well. purified human FXIa, fluorogenic AMC substrate cleavage. inhibition, % at 10 µM. Coagulation factor XI (Homo sapiens), P03951. AID 687, 2007. hit rate 0.3% among 33,000;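 active = inhibition above 40% in the primary screen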;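 note: 0% = enzyme without compound and 100% = blank wells lacking enzyme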
* marks the source's active call; other numbers are inactive results. A portion of the library; count on the stated rates, not on these rows.

SMILES	FXIIa inh	FXIa single inh
O=C(NC(C(=O)NCCN1CCOCC1)C12CC3CC(CC(C3)C1)C2)C1CCCCC1 (stereo not given)	10	-5
CN1C(=O)c2ccccc2C(C(=O)NCCCN2CCCC2)C1c1c[nH]c2ccccc12 (stereo not given)	4	1
Cc1cc(NC(=O)CSc2ccc3ccccc3c2)no1	25	3
CC(NC(=O)NC1CCCCC1)C(c1cccs1)N1CCN(Cc2ccccc2)CC1 (stereo not given)	-9	-14
CN1CCCc2cc3c(C(F)(F)F)cc(=O)oc3nc21	-28	-10
CC(C)COc1ccc(C(=O)NCc2ccco2)cc1	8	1
CC(C)(C)c1cc(NCCCn2ccnc2)n2ncc(-c3ccc(Cl)cc3)c2n1	-8	-8
COc1cccc(OCCn2ccnc2)c1	1	0
O=c1oc(-c2cccs2)nc2ccccc12	8	-3
CC(/C=N/N1CCN(c2ccccc2)CC1)=C\c1ccco1	4	5
COC(=O)CN(c1ccc(C)cc1)S(=O)(=O)c1c(C)[nH]c(=O)[nH]c1=O	0	-1
O=C(NCCSc1ccc(Cl)cc1)c1ccco1	5	-5
COc1nc(Oc2ccc(C(=O)O)cc2)nc(Oc2ccc(C(=O)O)cc2)n1	1	-4
CCC(=O)N1CCN(c2nc3ccccc3s2)CC1	6	1
CCSc1ncccc1-c1nc2ccccc2[nH]1	-12	30
Cc1cccc(C(=O)Nc2sc(C(=O)N3CCCC3)c(C)c2C#N)c1	-5	13
CCOC(=O)C1CCCN(C(=O)Cc2c(C(=O)O)[nH]c3ccccc23)C1 (stereo not given)	-16	-1
COc1ccc(CCNS(=O)(=O)c2ccc(OC)cc2)cc1	-9	-9
CS(=O)(=O)N1CCCC(C(=O)NCc2ccc(F)cc2Cl)C1 (stereo not given)	4	5
O=C(O)C1C2C=CC(C2)C1C(=O)NC(c1ccccc1)c1ccccc1 (stereo not given)	1	-4
Cc1ccc(NC(=O)Nc2ccc3c(c2)N(C)C(=O)CS3)cc1C	-27	-14
COc1cc(Cl)c(S(=O)(=O)NCCCN2CCOCC2)cc1Cl	9	3
O=C(CSc1nnnn1-c1ccc2c(c1)OCO2)NCc1ccccc1	-2	-5
CC(C)CCNC(=O)Nc1ccc2c(c1)N(C)C(=O)CS2	3	-1
COc1cc2c(cc1OC)-c1nc3ccccc3c(=O)n1C(C)(C)C2	-4	-3

Of the compounds above, these contain sulfur.
SMILES	FXIIa inh	FXIa single inh
Cc1cc(NC(=O)CSc2ccc3ccccc3c2)no1	25	3
CC(NC(=O)NC1CCCCC1)C(c1cccs1)N1CCN(Cc2ccccc2)CC1 (stereo not given)	-9	-14
O=c1oc(-c2cccs2)nc2ccccc12	8	-3
COC(=O)CN(c1ccc(C)cc1)S(=O)(=O)c1c(C)[nH]c(=O)[nH]c1=O	0	-1
O=C(NCCSc1ccc(Cl)cc1)c1ccco1	5	-5
CCC(=O)N1CCN(c2nc3ccccc3s2)CC1	6	1
CCSc1ncccc1-c1nc2ccccc2[nH]1	-12	30
Cc1cccc(C(=O)Nc2sc(C(=O)N3CCCC3)c(C)c2C#N)c1	-5	13
COc1ccc(CCNS(=O)(=O)c2ccc(OC)cc2)cc1	-9	-9
CS(=O)(=O)N1CCCC(C(=O)NCc2ccc(F)cc2Cl)C1 (stereo not given)	4	5
Cc1ccc(NC(=O)Nc2ccc3c(c2)N(C)C(=O)CS3)cc1C	-27	-14
COc1cc(Cl)c(S(=O)(=O)NCCCN2CCOCC2)cc1Cl	9	3
O=C(CSc1nnnn1-c1ccc2c(c1)OCO2)NCc1ccccc1	-2	-5
CC(C)CCNC(=O)Nc1ccc2c(c1)N(C)C(=O)CS2	3	-1

Additional records.
SMILES	FXIIa inh	FXIa single inh
Cc1ccc2nc(-c3ccccn3)oc2c1	4	-1
C/C(=N\O)C(=O)NCCCNCCCN(C)C	5	2
O=C(C1CC2CCC1C2)N1CCN(Cc2ccc3c(c2)OCO3)CC1 (stereo not given)	-7	-2
COc1ccc(CN2CCSCC2)cc1C	11	-1
O=C(Nc1cccc(Cl)c1)Nc1ccc(Cl)cn1	6	-4
CC(=O)Nc1cc(C(F)(F)F)ccc1N1CCOCC1	4	-2
O=C(CCCN1C(=O)CCC1=O)Nc1ccc(Br)cc1F	6	-13
COc1cccc(C(=O)CSc2nnc(-c3ccco3)n2CC2CCCO2)c1 (stereo not given)	10	-2
O=C(CSc1nc2ccccc2[nH]1)N1CCN(c2ccccc2)CC1	-14	0
CCOC(=O)N1CCC(NC(=O)C2CCCN2C(=O)OCc2ccccc2)CC1 (stereo not given)	-12	1
CSc1ccccc1C(=O)Nc1cccc(C(C)O)c1 (stereo not given)	5	-3
COc1ccc(-c2nnn(CC(=O)c3ccccc3)n2)cc1OC	-8	4
CCOC(CNC(=O)c1ccc2nc(N3CCC(C)CC3)sc2c1)OCC	4	-2
COc1ccc(CNC(=O)CN(Cc2ccccc2)S(=O)(=O)c2ccc(Cl)cc2)cc1	8	4
COc1ccccc1N(CN1CCCC1=O)C(=O)c1c(F)cccc1F	5	-6
CC(=O)/C=C(/C)NC(Cc1c[nH]c2ccccc12)C(=O)O (stereo not given)	2	1
COc1cccc(C2NC(=O)c3sc(=S)n(-c4ccccc4)c3N2)c1 (stereo not given)	8	-1
CC(C)CCN=Cc1c(O)n(-c2ccccc2)c(=O)c2ccccc12	2	-10
Nc1nc(SCC(=O)C23CC4CC(CC(C4)C2)C3)n[nH]1	-4	-3
CCn1c2ccccc2c2cc(NC(=O)c3ccco3)ccc21	4	3
Cc1cc(NC(=O)CSc2nnc(-c3cccs3)n2N)no1	2	-4
CC(c1nnc(SCC(=O)N2CC(=O)Nc3ccccc32)n1Cc1ccccc1)N(C)C (stereo not given)	4	3
O=c1cc(C(F)(F)C(F)F)oc2ccccc12	4	1
Cc1cc(C)c2c3c(sc2n1)C(=O)N(Cc1ccccc1)CC(=O)N3	7	-8
O=C(NCc1ccccc1F)c1cccs1	5	0
Further entries:
SMILES	FXIIa inh	FXIa single inh
CCOC(=O)C1=C(C)NC(SC(C)=O)=NC1c1ccc(OC(C)=O)c(OC)c1 (stereo not given)	3	4
COc1ccc(OC)c(S(=O)(=O)n2nc(C)cc2C)c1	4	-1
O=C(CSc1nnc(CNC(=O)c2c(F)cccc2Cl)o1)NCc1ccc2c(c1)OCO2	3	3
O=C(CSCc1cnn(-c2ccccc2)c1-n1cccc1)NCC1CCCO1 (stereo not given)	8	8
Cc1ccc(Nc2nc3c(c(=O)[nH]c(=O)n3C)n2Cc2ccc(F)cc2)cc1	-1	3
O=C(NCCCN1CCCCC1)c1ccc2c(c1)NC(=O)C(N1CCCCC1)S2 (stereo not given)	4	-3
N#Cc1ccc(C(=O)NCC(c2ccco2)N2CCCCC2)cc1 (stereo not given)	-12	22
O=C(COc1ccc2ccccc2c1)N1CCN(C(=O)c2cccnc2)CC1	5	0
CCOC(=O)C1=C(C)Nc2ccc(C)cc2S1	6	-1
Cc1oc2c(c1C(=O)c1ccccc1)C(=O)C(=O)c1ccccc1-2	6	-4
CS(=O)(=O)N1CCN(c2ccc(NC(=O)C(c3ccccc3)c3ccccc3)cc2)CC1	6	4
Cc1cc(S(=O)(=O)Nc2c(C)ccc3nsnc23)ccc1F	3	6
CCCc1ccc(Oc2c(-c3ccc(O)c(C)c3O)n[nH]c2C)cc1	6	0
CCCn1c(Nc2ccccc2C)nc2ccccc21	-1	-8
O=C(NCc1ccncc1)C1CCCCC1	22	-4
CCOC(=O)c1[nH]c(C)c(C(=O)Nc2cc(OC)ccc2OC)c1C	8	-5
CCCc1cc(=O)oc2c(CN3CCOCC3)c(O)ccc12	-76	-7
CCOC(=O)C1=C(O)/C(=C\c2ccc(CNC(=O)C(=O)Nc3ccc(C)c(C)c3)o2)N=C1C	13	1
O=C(CN1CCCCCC1)N1c2ccccc2Sc2ccc(C(F)(F)F)cc21	5	2
O=P(O)(c1ccccc1)c1ccccc1O	4	-1
COC(=O)c1ccccc1NC(=O)CN(C)S(=O)(=O)c1cc(C)ccc1OC	2	-9
Cc1noc(C)c1C(=O)N1CCOCC1	4	3
CC(NC1CCCC1)C(=O)Nc1ccccc1-c1ccccc1 (stereo not given)	4	0
CCc1nc(NCCN)c(C#N)c2c1CSC(C)(C)C2	-3	-6
Cc1cccc(N(C(=O)CNC(=O)c2ccco2)C(C(=O)NC2CCCC2)c2ccncc2)c1 (stereo not given)	8	4

One compound at a time, from the list above. Order of values: FXIIa inh, FXIa single inh
CS(=O)(=O)N1CCN(c2ccc(NC(=O)C(c3ccccc3)c3ccccc3)cc2)CC1 reads 6, 4
CC(NC1CCCC1)C(=O)Nc1ccccc1-c1ccccc1 (stereo not given) reads 4, 0
O=C(CSc1nnc(CNC(=O)c2c(F)cccc2Cl)o1)NCc1ccc2c(c1)OCO2 reads 3, 3
CCCc1ccc(Oc2c(-c3ccc(O)c(C)c3O)n[nH]c2C)cc1 reads 6, 0

Going on with the list.
SMILES	FXIIa inh	FXIa single inh
Cc1ccc(S(=O)(=O)N2CCN(S(=O)(=O)c3ccc(C)cc3)C2c2ccccc2)cc1	7	11
O=C(Nc1ccc(O)cc1C(=O)O)c1ccc2c(c1)C(=O)N(Cc1ccco1)C2=O	3	0
COCCNC(=O)C(c1cccs1)N(C(=O)Cn1nnc2ccccc21)c1cccc(C)c1 (stereo not given)	3	5
CCOc1cc(/C=N/N=C(/N)c2nonc2N)cc(Br)c1OCc1ccc(Cl)cc1	8	9
CCCn1c(C(Cc2ccccc2)NC(=O)COC)nc2ccccc21 (stereo not given)	7	-2
CC1=C(C(=O)OC(C)C)C(c2coc3ccccc3c2=O)C2=C(CCCC2=O)N1 (stereo not given)	7	50*
Cc1nn(-c2ccc(F)cc2)c(Cl)c1/C=C(\CCC(=O)O)c1nc2ccccc2s1	7	-5
CC(c1ccccc1)N1C(=O)c2ccccc2C1O (stereo not given)	-13	-12
CCOC(=O)c1ccccc1NC(=O)COC(=O)C1=COCCO1	9	4
Nc1nc(N2CCN(C(=O)c3ccco3)CC2)nc2ccccc12	-12	1
Cc1cc(Cl)c(S(=O)(=O)NCc2cccnc2)cc1OCC(N)=O	7	-1
Cc1c(N(C)C(=O)c2ccccc2F)c(=O)n(-c2ccccc2)n1C	-4	-2
COc1cc(C=O)ccc1OCC(=O)N1CCOCC1	5	1
CS(=O)(=O)N(CC(=O)Nc1ccccc1C(=O)NCc1ccccc1)c1ccc2c(c1)OCCO2	8	6
CCN(CC)CCCNC(=O)Cn1nc(-c2ccccc2)ccc1=O	11	3
CS(=O)(=O)N(CC(=O)NCC1CCCO1)Cc1ccc(Cl)cc1 (stereo not given)	-14	2
COc1ccc2nc(SCC(=O)/C(C#N)=C(\C)N)[nH]c2c1	5	4
COc1ccc2oc(=O)c(C(=O)NCc3ccccn3)cc2c1	-10	-4
CNC(=O)CC1C(=O)N(C)C(=S)N1NC(=O)c1ccc(Cl)cc1 (stereo not given)	10	5
CCC1Oc2ccc(C)cc2N(CC(=O)N(Cc2cccnc2)Cc2cccc(F)c2)C1=O (stereo not given)	3	-5
N/C(=N\OS(=O)(=O)c1ccc(Cl)cc1)c1ccncc1	4	-11
COc1cc2[nH]c(=O)n(Cc3ccccc3Cl)c(=O)c2cc1OC	6	10
Cc1ccc(C(=O)COC(=O)CNC(=O)c2cccs2)cc1	3	1
CCCCCCCCCCn1c2c(c(=N)c3c1CCC3)CCC2	1	-3
Nc1cc(-c2ccc(Cl)cc2)nn1S(=O)(=O)c1cccc2nsnc12	8	7
Next structures
SMILES	FXIIa inh	FXIa single inh
O=C(Nc1ccc(Cl)cc1)c1cc2nc(C3CC3)cc(C(F)(F)F)n2n1	8	-5
Cc1cc(C)cc(NC(=O)CCC(=O)Nc2cc(C)on2)c1	3	3
CCO/C=C1/C(=O)N(C(C)=O)c2ccccc21	6	-5
COCCSc1ccccc1C(=O)N1CCOCC1	9	5
COc1ccc(C2(C(=O)NCc3ccco3)CCCC2)cc1OC	7	-8
CCCCC(O)CN1CCC(c2ccccc2)CC1 (stereo not given)	6	1
CCOc1ccccc1C1CC(=O)Nc2cc(OC)c(OC)c(OC)c21 (stereo not given)	3	2
COCCn1c(C)cc(C(=O)CSc2ncnc3sc4c(c23)CCC4)c1C	6	-6
CC(CN1CCOCC1)OC(=O)C(C)(c1ccccc1)c1ccccc1 (stereo not given)	0	-1
CC1C/C(=C/c2cccn2C)C(=O)/C(=C/c2cccn2C)C1 (stereo not given)	-8	27
CCN(C(=O)CSc1nnc(Cc2cccc3ccccc23)n1N)C1CCS(=O)(=O)C1 (stereo not given)	4	-8
CCC(=O)N1CCc2cc(S(=O)(=O)NCCCOC)ccc21	2	5
COc1ccc(-c2cn3c(C)c(C(=O)Nc4cccc(C)n4)sc3n2)cc1	4	0
COC(=O)c1ccc(C)c(NS(=O)(=O)c2ccc(OC)cc2)c1	7	5
Cc1cccc(NCc2nc(SCC(N)=O)n[nH]2)c1	-17	-2
CCCn1c(=O)c(C(=O)Nc2ccccc2)c(O)c2ccccc21	1	-2
O=C(c1ccc(F)cc1)N1CCC(N2CCOCC2)CC1	2	5
COc1ccc(NC(=O)N2CCc3ccccc32)cc1	-2	1
Cc1cccc(C(=O)NC2CC3CCCC(C2)N3S(=O)(=O)c2ccccc2)c1 (stereo not given)	0	-4
CCOC(=O)Cc1csc(NC(=O)C2CCCCC2C(=O)O)n1 (stereo not given)	-12	-15
CN(C)c1ccc(-c2nn3c(C4CCCCC4)nnc3s2)cc1	0	1
COc1oc(-c2ccc(Cl)cc2)nc1C(F)(F)F	-2	-7
COc1ccc(-n2c(COc3ccc(C)cc3)nnc2SCc2ccc(C#N)cc2)cc1	8	1
O=C(c1ccc(F)cc1)n1ccc(-c2cnc(-c3ccccc3)s2)n1	-10	-7
O=C1C=C(O)CC(c2ccc(Cl)c(Cl)c2)C1 (stereo not given)	13	7
Cc1nnc(SCC(=O)Nc2sc3c(c2C#N)CCCCC3)n1N	-13	24
CC(=O)Nc1ccc(NC(=O)c2c(C)nc3ccccn23)cc1	-14	0
CCN(CC)c1ccc(NC(=O)c2[nH]c(C)c(C(C)=O)c2C)c(C)c1	8	-2
O=C(NCc1ccccn1)C1CCN(S(=O)(=O)c2ccccc2)CC1	7	2
Cc1ccc2cc(CN(CC3CCCO3)S(=O)(=O)c3ccccc3)c3nnnn3c2c1 (stereo not given)	7	-1

Screening data (PubChem BioAssay)
